hIAP act – human IAP activation | P09923 | purified human IAP, CDP-Star luminescence, 30 min; active compounds read high; 1 = vehicle-only enzyme, 0 = enzyme-free background | activation factor at 10 µM | 330,000 tested, 0.16% active | AID 2524;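 active = activation factor of the enzyme at least 2-fold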; note: the source names both 10 and 20 µM as test concentration; values of inactives mirror those of a sister screen read the other way
ATG4B inhibitor – blocks human ATG4B protease cleavage of LC3 substrate | inhibition, % at 8.33 µM | 340,000 tested, 0.51% active | AID 504462 | Q9Y4P1 | ATG4B cleavage of LC3-PLA2, NBD-HPC fluorescence, 1 h; in the data active = inhibition above about 40%
HKDC1 inhibitor – HKDC1 (human) hexokinase inhibition. Q2TB90. recombinant HKDC1, G6PDH/diaphorase resazurin coupled fluorescence. inhibition, % at 20 µM. 340,000 tested, 0.16% active. AID 493160;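 active = inhibition above about 35% when tested at 20 µM, limit read from the data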;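 note: plate controls were DMSO wells with enzyme for no effect and DMSO wells lacking enzyme for full effect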
Target sequence (Q2TB90 whole entry, looked up): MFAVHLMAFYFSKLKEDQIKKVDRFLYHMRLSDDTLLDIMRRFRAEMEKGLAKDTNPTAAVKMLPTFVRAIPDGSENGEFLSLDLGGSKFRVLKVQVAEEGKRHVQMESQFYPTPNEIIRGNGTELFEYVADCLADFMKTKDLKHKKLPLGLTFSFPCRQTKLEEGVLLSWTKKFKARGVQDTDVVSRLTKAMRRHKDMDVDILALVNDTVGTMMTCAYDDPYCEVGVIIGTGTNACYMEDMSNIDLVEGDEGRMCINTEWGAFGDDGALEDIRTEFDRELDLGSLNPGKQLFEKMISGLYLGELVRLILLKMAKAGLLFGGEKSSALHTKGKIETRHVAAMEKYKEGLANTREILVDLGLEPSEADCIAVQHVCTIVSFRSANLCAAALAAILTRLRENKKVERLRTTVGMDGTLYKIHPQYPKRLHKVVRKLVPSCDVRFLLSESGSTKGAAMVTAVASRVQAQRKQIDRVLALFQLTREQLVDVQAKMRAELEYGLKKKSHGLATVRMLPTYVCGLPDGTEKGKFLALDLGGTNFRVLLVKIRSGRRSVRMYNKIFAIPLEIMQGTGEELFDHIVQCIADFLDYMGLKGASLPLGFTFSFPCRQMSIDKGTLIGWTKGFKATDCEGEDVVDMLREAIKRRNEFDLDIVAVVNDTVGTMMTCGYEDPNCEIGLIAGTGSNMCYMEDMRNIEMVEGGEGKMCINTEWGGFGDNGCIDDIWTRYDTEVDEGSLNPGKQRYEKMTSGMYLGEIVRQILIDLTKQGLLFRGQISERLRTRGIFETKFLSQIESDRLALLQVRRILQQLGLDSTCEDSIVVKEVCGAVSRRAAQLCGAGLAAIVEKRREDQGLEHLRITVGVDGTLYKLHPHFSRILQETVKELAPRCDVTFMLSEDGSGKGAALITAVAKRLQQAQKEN
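Material: recombinant HKDC1 hexokinase; Amount: HKDC1 at 5 µg/mL; Medium: Tris pH 8.0 buffer with MgCl2, Tween-20, BSA, BME; Schedule: 90 min reaction incubation at room temperature, dark; Technique: coupled resazurin fluorescence, excitation 525 nm, emission 613 nm.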
mIAP activ – mouse IAP activation; muIAP, CDP-Star luminescence, 30 min; active compounds read high; 1 = vehicle-only enzyme signal, 0 = enzyme-free wells; activation factor at 10 µM; 330,000 tested, 0.24% active; AID 2805;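 active = activation factor of at least 2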; note: the source names both 10 and 20 µM as test concentration; values of inactives mirror those of a sister screen read the other way
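also added = chemiluminescent substrate CDP-Star | test system = mouse IAP enzyme | signal = chemiluminescence readout | compound = DMSO-dissolved test compounds | incubation = 30 min at room temperature | benchmarks = DMSO wells, no-enzyme wells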
hIAP inh – blocks human intestinal alkaline phosphatase. AID 2544. 330,000 tested, 0.12% active. purified IAP, CDP-Star luminescence, 30 min. inhibition, % at 10 µM. P09923;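 active = inhibition reaching a set limit with compound at 10 µM in the primary screen, cut at about 35% in these data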;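 note: plate controls were DMSO wells with enzyme for no effect and no-enzyme buffer wells for full effect; values of inactives mirror those of a sister screen read the other way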
PfGluPho inh – PfG6PD (Plasmodium falciparum) enzyme inhibition. 350,000 tested, 0.78% active. inhibition, % at 20 µM. PfGluPho enzyme, NADPH resazurin-diaphorase fluorescence;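 active = inhibition reaching at least a set limit at 20 µM in the primary screen, cut at about 59% in these data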;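 note: 0% = DMSO wells with substrate and 100% = DMSO wells lacking glucose-6-phosphate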
mIAP inh – blocks mouse intestinal alkaline phosphatase; 330,000 tested, 0.2% active; AID 2806; inhibition, % at 10 µM; purified mouse IAP, CDP-Star luminescence, 30 min;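 active = inhibition of at least 40% at 10 µM in the primary screen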;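 note: plate controls were DMSO with enzyme for no effect and no enzyme wells for full effect; values of inactives mirror those of a sister screen read the other way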
APOBEC3A inh – human APOBEC3A DNA deaminase inhibition; recombinant A3A, FAM/TAMRA ssDNA deamination fluorescence; 330,000 tested, 0.41% active; AID 493011; inhibition, % at 20 µM;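 active = at least 40% inhibition at 20 µM here, with at most 30% in a related deaminase screen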;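 note: plate controls were A3A with DMSO for no effect and wells lacking A3A enzyme for full effect; some results filed as inactive read as strong as hits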
Target sequence (P31941 whole entry, looked up): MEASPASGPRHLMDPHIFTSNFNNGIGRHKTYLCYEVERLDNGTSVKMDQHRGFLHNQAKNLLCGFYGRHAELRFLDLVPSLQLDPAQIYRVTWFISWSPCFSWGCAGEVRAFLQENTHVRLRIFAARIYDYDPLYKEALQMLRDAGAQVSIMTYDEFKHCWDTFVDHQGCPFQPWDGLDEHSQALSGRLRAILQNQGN
The depositor's hits bear a star; x = no result given.

Fields: hIAP act	PfGluPho inh	mIAP activ	mIAP inh	ATG4B inhibitor	HKDC1 inhibitor	APOBEC3A inh	hIAP inh
- O=C(Cn1c(SCC(=O)NC2CCCC2)nnc1-c1ccncc1)Nc1ccc2c(c1)OCO2
  1.2	10	0.98	2	-3	-9	-6	-20
- Cc1ccc(NC(=O)C(C)Oc2ccccc2)cc1S(=O)(=O)N1CCCCCC1 (stereo not given)
  0.94	18	1.7	-75	6	0	0	6
- Cc1ccc(C(=O)CCc2ccc(N)cc2)cc1
  0.89	6	0.97	3	-7	-1	-4	11
- Cn1c(=O)c(C(=O)NCc2ccccc2)c(O)c2ccccc21
  1.1	-9	1	-1	-5	-5	-3	-12
- Cc1cc(C)cc(OCC(=O)OCC(=O)Nc2c(C)n(C)n(-c3ccccc3)c2=O)c1
  1.1	8	1	-2	-12	-3	-1	-8
- O=C(Nc1ccc(F)cc1)c1cccc(N2C(=O)C3C4C=CC(C4)C3C2=O)c1 (stereo not given)
  1	6	0.94	6	2	-2	-3	0
- COC(=O)c1ccc(NC(=O)Nc2ccc([N+](=O)[O-])cc2)cc1
  0.85	16	0.99	1	0	-4	-6	15
- O=C(Nc1ccc(C(F)(F)F)cc1)N1CCN(C(=O)c2ccco2)CC1
  1	-1	1.1	-15	-2	2	-6	-2
- CC(=O)O[C@@H]1[C@H]2[C@@H](C[C@@H](C)[C@@H]3C=CC(=O)[C@@]13C)OC(=O)[C@@H]2C
  1.1	-3	0.92	8	1	-5	0	-5
- CC1CCCC(NC(=O)c2cc(S(=O)(=O)N3CCCCC3)ccc2Cl)C1C (stereo not given)
  0.96	-1	0.88	12	-1	-5	-4	4
- CC(=O)c1c(C)[nH]c(C(=O)COC(=O)CN2C(=O)C3CCCCC3C2=O)c1C (stereo not given)
  0.96	11	1	0	4	-3	-4	4
- COC(=O)CN(c1cc([N+](=O)[O-])ccc1OC)S(C)(=O)=O
  0.99	-6	1.1	-8	2	-1	1	1
- CCN(CC)CCCN(Cc1cc2cc(OC)ccc2[nH]c1=O)C(=O)Nc1ccc(F)cc1
  0.99	-1	0.97	3	9	-4	4	1
- CCCc1cc(=O)[nH]c(SCC(=O)c2ccc(S(=O)(=O)N3CCCC3)cc2)n1
  1.1	-2	1	0	-10	3	-1	-6
- Fc1ccccc1-n1[nH]nnc1=S
  0.93	55	0.85	14	-4	-12	2	7
- Cc1ccc(S(=O)(=O)NCC(=O)OCC(=O)N2CC(C)OC(C)C2)cc1 (stereo not given)
  1	6	0.96	4	-6	-5	-7	-4
- O=c1[nH]c(/C=C/c2ccc(Cl)cc2Cl)c([N+](=O)[O-])c(=O)[nH]1
  0.89	-39	0.93	7	5	32	2	11
- C/C(CC(=O)Nc1ccccn1)=N\NC(=O)c1cccc(C)c1
  1	-3	0.93	7	-8	-9	-5	-4
- COc1ccc(C[C@@H]2CN3C(=NC[C@@H]3C)N2CCNC(=O)c2ccc(C)c(Br)c2)cc1
  1	-9	0.96	4	0	-1	-3	-1
- O=C(CCc1ccc(S(=O)(=O)NC2CCCCC2)cc1)NCc1cccnc1
  1	-10	1	-2	-2	-5	2	-1

Reprinted at random: two entries already listed.
Fields: hIAP act	PfGluPho inh	mIAP activ	mIAP inh	ATG4B inhibitor	HKDC1 inhibitor	APOBEC3A inh	hIAP inh
- O=c1[nH]c(/C=C/c2ccc(Cl)cc2Cl)c([N+](=O)[O-])c(=O)[nH]1
  0.89	-39	0.93	7	5	32	2	11
- Cc1ccc(S(=O)(=O)NCC(=O)OCC(=O)N2CC(C)OC(C)C2)cc1 (stereo not given)
  1	6	0.96	4	-6	-5	-7	-4

(listing goes on)
Fields: hIAP act	PfGluPho inh	mIAP activ	mIAP inh	ATG4B inhibitor	HKDC1 inhibitor	APOBEC3A inh	hIAP inh
- CCCCCC(=O)Nc1ccc(C2C(=O)c3ccccc3C2=O)cc1
  0.97	-22	1	-2	8	0	-1	3
- Cc1ccc(C)c(C(=O)CN2C(=O)NC3(CCC(C)CC3)C2=O)c1 (stereo not given)
  1	5	0.93	7	-8	-15	2	-4
- OCCNc1ncnc2c1sc1nc(N3CCOCC3)c3c(c12)CCC3
  1	30	1	-3	-5	7	2	-1
- O=C(COc1ncnc2ccc(Br)cc12)Nc1ccc(N2CCOCC2)cc1
  0.97	-1	1.1	-14	-13	5	-1	3
- O=C(NCCc1nc2ccccc2[nH]1)C1CCC(=O)N(CCc2cccc(F)c2)C1 (stereo not given)
  0.86	1	0.91	9	2	-4	-1	14
- COc1ccc2[nH]c(C(=O)O)c(NS(=O)(=O)c3ccc(C)cc3C)c2c1
  0.94	-8	0.94	6	-6	1	-1	6
- COC(=O)c1ccccc1NC(=O)Oc1ccc(F)cc1
  0.92	-17	1	-4	2	-8	0	8
- O=C(COc1ccc(S(=O)(=O)N2CCCCC2)cc1)NCc1ccccn1
  0.93	-15	1	-1	10	-2	1	7
- COc1ccc(S(=O)(=O)NCC2CCC(C(=O)O)CC2)cc1 (stereo not given)
  0.94	-4	0.91	9	-5	3	-4	6
- COc1ccc(CCN(C)c2ccc(S(=O)(=O)N3CCCC3)cn2)cc1OC
  0.99	-4	0.99	1	-1	-1	3	1
- CC1CCCCC1NC(=O)CSc1nnc(N)s1 (stereo not given)
  0.94	-8	1	-2	-2	-7	0	6
- COc1ccc(C2NC(=O)C(C#N)=C(S)N2c2ccccc2)cc1OC (stereo not given)
  1	-5	0.97	3	-3	6	3	-3
- COc1cc(NS(=O)(=O)c2ccc(NC(=O)c3ccc([N+](=O)[O-])cc3)cc2)ncn1
  1	-6	1	-1	3	-3	1	-1
- CC(C)c1ccc(Nc2ccc(C(=O)O)cc2[N+](=O)[O-])cc1
  0.86	-10	0.98	2	0	1	3	14
- COCCNC(=O)c1ccccc1N(Cc1ccccc1)S(=O)(=O)c1ccccc1
  0.93	-3	1.1	-7	-5	-8	4	7
- c1ccc(C2=Nn3c(nnc3-c3cc(-c4ccccc4)n[nH]3)SC2)cc1
  1.2	60*	0.93	7	-22	10	3	-18
- Cc1nnc(SCC(=O)Nc2ccc(N3CCOCC3)cc2)n1-c1ccccc1
  0.87	-3	0.96	4	-2	-5	-5	13
- O=[N+]([O-])c1cccc(-c2nc(-c3ccncc3)no2)c1
  0.72	-3	0.91	9	4	3	-1	28
- O=C(NC1CC1)C1CCN(S(=O)(=O)c2cc(Cl)ccc2Cl)CC1
  0.96	13	1	-5	0	-7	-1	4
- Cc1ccc2nc(-c3ccc(NC(=O)COC(=O)c4ccc(Br)o4)cc3)sc2c1
  0.98	15	0.99	1	8	-15	-4	2
- Cc1ccc(NC(=O)CC2C(=O)OCC3CCCCN32)cc1Cl (stereo not given)
  1.1	-13	1.1	-12	-5	-8	-1	-13
- CCn1c(SCc2ccccc2)nnc1-c1ccc(S(=O)(=O)N2CCCCC2)cc1
  0.88	-3	0.96	4	-13	-2	2	12
- Cc1ccc(C(=O)CCC(=O)OCC(=O)N(CC(C)C)c2c(N)n(Cc3ccccc3)c(=O)[nH]c2=O)cc1
  0.96	-25	0.91	9	-4	-3	4	4
- COC(=O)c1ccc(Nc2nc(C)cc(=O)[nH]2)cc1
  1.1	0	0.91	9	-12	3	2	-9
- C=CCNC(=O)c1onc(CSc2ccc(Cl)cc2)c1C(=O)O
  0.98	-14	1.1	-8	4	-4	3	2
- Cn1ncc2c(Nc3ccccc3Cl)nc(Cl)nc21
  0.94	7	0.91	9	6	-1	-1	6
- COC(=O)C(Cc1ccc(OC(=O)c2ccc(Cl)cc2)cc1)N1Cc2ccccc2C1=O (stereo not given)
  1.1	40	1	-3	27	0	-2	-7
- Cc1cccnc1Oc1ncccc1N
  1.1	2	1.1	-12	-4	-5	1	-7
- Cc1cc(Cl)c(S(=O)(=O)Nc2ccon2)cc1OCC(=O)NC1CCCCC1
  0.79	-11	0.85	15	-6	3	-3	21
- COC(=O)CSc1nc(COc2ccccc2)nc2ccccc12
  0.96	4	1	-1	-5	-5	1	4
- COc1ccc(NC(=O)CCOc2ccccc2)c(OC)c1
  0.82	8	0.94	6	-6	-1	-2	18
- CCCCCn1c(SCCC(C)C)nc2c1c(=O)[nH]c(=O)n2C
  0.9	34	1	-4	-9	3	-3	10
- CCOC(=O)/C(=C\c1ccc(Cl)cc1)c1nc2sc(C)c(C)c2c(=O)[nH]1
  0.99	41	0.87	13	0	26	-4	1
- CCC(Oc1ccccc1OC)C(=O)Nc1ccc2c(c1)OCO2 (stereo not given)
  1.1	11	1.1	-7	1	-3	4	-8
- O=C(O)c1cccc(S(=O)(=O)Nc2ccc3c(c2)CCC3)c1
  0.97	-37	0.94	6	0	-3	-2	3
- COC(=O)c1n[nH]n(-c2cc(Cl)cc(Cl)c2)c1=O
  0.99	-21	1	-2	1	0	-2	1
- CN1CCN(c2ccc(S(=O)(=O)N3CCOCC3)cc2NC(=O)COc2ccc(F)cc2Cl)CC1
  0.98	-4	1.1	-8	-1	-3	-1	2
- CCCCn1nc(C(=O)N[C@@H](CCSC)c2nc3ccccc3[nH]2)c2ccccc2c1=O
  0.85	-9	0.92	8	7	-1	1	15
- Cc1cc(C)c(S(=O)(=O)c2ccccc2)c(N(C)C)n1
  1	1	1.1	-14	11	-1	3	-4
- COc1cccc(N2CCN(C(=S)Nc3ccccc3)CC2)c1
  0.9	4	1	-2	3	8	-12	10
- Nc1nc(CN2CCN(c3ccccc3F)CC2)nc(Nc2ccccc2)n1
  0.98	1	0.92	8	-6	-7	2	2
- CCCCC(CCC(=O)Nc1ccn(-c2ccccc2)n1)C(=O)O (stereo not given)
  1.1	-14	0.96	4	7	-9	4	-9
- O=C(CSc1nc(O)cc(=O)n1-c1ccccc1)NC1CCCCC1
  0.89	-16	0.85	15	0	-3	-2	11
- CC(C)CNC(=O)C(=O)NCCCN1CCOCC1
  0.84	-19	0.99	1	-9	-1	-1	16
- CC(C)NC(=O)CCS(=O)(=O)c1ccc(Br)s1
  0.87	-5	1	-3	-4	-1	1	13
- O=C(Cc1cccc2ccccc12)NN1C(=O)/C(=C\c2cccnc2)SC1=S
  1.2	-12	0.87	13	-5	-7	-1	-24
- O=c1c2ccccc2ncn1-c1cccc([N+](=O)[O-])c1
  1	-7	0.99	0	2	-1	3	-1
- CCOC(=O)C1CCCCN1Cc1ccc(F)c(Br)c1 (stereo not given)
  1.4	-9	1	-4	-4	-2	-5	-36
- COC(=O)N1CCN(c2ccc(C)c(C)c2)CC1
  0.94	x	0.95	5	x	x	-1	6
- C/C(N)=C(/C#N)C(=O)CSc1nnc(-c2ccccc2Br)o1
  1.2	2	1	0	-3	-6	4	-22

Carrying on:
Fields: hIAP act	PfGluPho inh	mIAP activ	mIAP inh	ATG4B inhibitor	HKDC1 inhibitor	APOBEC3A inh	hIAP inh
- COc1ccc(NC(=O)NC2(C(=O)N3CCN(C)CC3)CCCCC2)cc1
  0.97	-7	0.94	6	-4	-1	-6	2
- COc1cccc(C(c2c(C)[nH]n(-c3ccccc3)c2=O)c2c(C)[nH]n(-c3ccccc3)c2=O)c1OC
  0.95	-34	0.98	2	-8	0	1	5
- CCC(=O)Nc1ccc(S(=O)(=O)N2CCc3ccccc3C2)cc1
  1	-12	1	-1	-5	-3	3	-3
- CCOC(=O)c1ccc(NC(=S)N2CCSC2c2ccc(Br)cc2)cc1 (stereo not given)
  0.95	6	1	-1	-1	0	-4	5
- O=C(NCc1cccc(C(F)(F)F)c1)c1cccc(S(=O)(=O)N2CCN(Cc3ccccc3)CC2)c1
  1.1	8	0.98	2	33	-5	-3	-8
- CCOC(=O)/C=C1\SCC(=O)N1CC(=O)NC1CCCCC1
  1	-3	1	-5	0	-4	5	-3
- COc1ccccc1CNC(=O)C(C)Oc1ccccc1 (stereo not given)
  0.73	-4	1.1	-10	4	-6	-2	26

Screens (PubChem BioAssay)
